Gal4-VP16 FLuc: inhibits Gal4-VP16 luciferase reporter, ROR gamma counter-screen; Drosophila S2 Gal4-VP16 UAS-luciferase, luminescence, 20 h; Potency, µM (top dose mostly 53.6 µM), without a hit: at the top dose activity, negative = inhibition, most hits filed as inhibitors; 310,000 compounds, 3.5% hits; AID 2546;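 further: Gal4-VP16 expression switched on by copper sulfate through the metallothionein promoter; potency means the concentration at half of the fitted maximal effect; on the % scale 0 is the no-effect control and ±100 the full control effect; nearly all actives have a fitted effect of over 50% in size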
RORg inh: blocks mouse ROR gamma transcriptional activity; P51450; Drosophila S2 Gal4-RORgamma UAS-luciferase reporter, 20 h; Potency, µM (titrated, usually from 53.6 µM), for the others: top-dose activity change, negative = inhibition, actives largely listed as inhibitors; 310,000 compounds, 5.4% hits; further: potency means the concentration at half of the fitted maximal effect; on the % scale 0 is the no-effect control and ±100 the full control effect; nearly all actives have a fitted effect of over 60% in size
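In this cell-based reporter format, copper sulfate (700 uM final) drives Gal4–ROR gamma fusion expression from a metallothionein promoter in Drosophila Schneider cells; compounds preincubated 1 hr, reporter read after 20 hr at ambient temperature.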
ELG1 repair inh: inhibitors of ELG1-dependent DNA repair in HEK293T cells | AID 504467 | HEK293T ELG1-luciferase reporter, luminescence, 16 h; DNA damage induced by 5-fluorouridine | Potency, µM (series often up to 46.1 µM), inactives show top-dose activity change, negative = inhibition, hits mostly inhibitors | 330,000 compounds, 2.3% hits; further: potency means the concentration at half of the fitted maximal effect; on the % scale 0 is the no-effect control and ±100 the full control effect; nearly all actives have a fitted effect of over 55% in size
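DMSO vehicle served as the neutral condition. Each well held 2,000 cells given 5-fluorouridine plus compound; after 16 hr at 37 °C/5% CO2, ONE-Glo was added and luciferase measured 30 min later.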
KCNH2 3.1 block: inhibitors of human KCNH2 3.1 potassium channel isoform; AID 720553; activity change, % (tested at about 1.8 µM); 340,000 compounds, 0.95% hits; U2OS KCNH2 3.1, thallium flux FluxOr; hits give low values;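 active means maximum activity change below -70%; inconclusive means maximum activity change from -70% to -50%; inactive means maximum activity change above -50%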;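 further: thallium influx rate constant from kinetic fluorescence after stimulation buffer; on the % scale 0 is the no-effect control and ±100 the full control effect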
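Measured as rate of thallium-driven FluxOr signal in transduced U2OS cells carrying the 3.1 channel, read kinetically for 2 min upon stimulation; values are rate constants scaled to DMSO control wells.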
Menin MLL FP TR: inhibitors of human menin-MLL interaction, mutant MLL peptide | O00255 | Menin + Texas Red MLL mutant peptide, fluorescence polarization | Potency, µM (highest dose often 61.6 µM), for inactives: top-dose FP activity change, negative = inhibition, hits mostly inhibitors | 270,000 compounds, 0.23% hits | AID 1768; active means well fitted inhibition curve with a large enough effect in the polarisation, with a control signal flat, not every such curve was filed as active; inconclusive means small, poorly fitted or top-dose-only effect, or effect the other way, or a change in a side signal; inactive means no such curve, though single readings can be large or run the other way; the % refers to the polarisation; further: potency means the concentration at half of the fitted maximal effect; % of control where 0% means no effect; many of its hits are not listed in these tables
Target sequence (O00255 whole entry, looked up): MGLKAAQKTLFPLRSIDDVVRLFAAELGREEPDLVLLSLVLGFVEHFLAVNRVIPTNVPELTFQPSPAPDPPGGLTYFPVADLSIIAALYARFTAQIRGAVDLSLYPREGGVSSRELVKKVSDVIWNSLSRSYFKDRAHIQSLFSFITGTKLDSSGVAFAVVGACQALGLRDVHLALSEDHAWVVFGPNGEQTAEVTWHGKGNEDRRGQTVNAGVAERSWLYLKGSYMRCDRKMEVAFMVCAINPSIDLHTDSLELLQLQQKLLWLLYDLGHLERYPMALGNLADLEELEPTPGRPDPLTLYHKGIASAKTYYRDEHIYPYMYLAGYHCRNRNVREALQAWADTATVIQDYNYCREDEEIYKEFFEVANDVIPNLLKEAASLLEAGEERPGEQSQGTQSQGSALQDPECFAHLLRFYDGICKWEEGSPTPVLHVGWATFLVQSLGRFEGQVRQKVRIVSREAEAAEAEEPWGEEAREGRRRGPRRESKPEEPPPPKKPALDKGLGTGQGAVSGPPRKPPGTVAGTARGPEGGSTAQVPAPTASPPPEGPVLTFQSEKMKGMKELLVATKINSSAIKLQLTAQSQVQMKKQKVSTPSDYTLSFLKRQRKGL
NPC1 prom act: NPC1 promoter activation | 320,000 compounds, 2.4% hits | Potency, µM (top dose mostly 9.22 µM), for inactives: at the top dose activation, usual class: activators | Huh7 NPC1 promoter luciferase reporter, 24 h | AID 485313;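 further: potency means the concentration at half of the fitted maximal effect; % of control where 0% means no effect; nearly all actives have a fitted effect of over 60% in size; reporter is driven by a mutant NPC1 promoter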
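Stable NPC1-promoter luciferase Huh7 line; cpd (DMSO) 24 h, 37 °C, 5% CO2; Amplite luciferase reagent 10 min RT; luminescence readout. qHTS format.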
Mito fusion act: mitochondrial division inhibition or fusion activation | S. cerevisiae fusion-defective mutant growth rescue, CellTiterGlo 48 h | Potency, µM (series often up to 46.1 µM), for inactives: top-dose growth rescue (activation), most hits filed as activators | 320,000 compounds, 0.23% hits | AID 485298;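 further: potency means the concentration at half of the fitted maximal effect; % of control where 0% means no effect; nearly all actives have a fitted effect of over 45% in size; temperature-sensitive fusion mutants such as fzo1-1 at 37 °C on non-fermentable ethanol glycerol medium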
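Read-out: ATP-based luminescence (CellTiterGlo, 10 min ambient) reporting growth of fusion-defective ts yeast after 48 hours at 37C on glycerol/ethanol YPEG medium in the presence of compound.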
PKM2 activator: increases activity of human pyruvate kinase M2. P14618. purified PKM2, Kinase-Glo ATP luminescence, activation; response scale: 0% is enzyme alone, no compound. Potency, µM (top dose mostly 57.5 µM), without a hit: at the highest dose activation, hits mostly activators. 260,000 compounds, 0.34% hits; further: potency means the concentration at half of the fitted maximal effect; on the % scale 0 is the no-effect control and ±100 the full control effect; nearly all actives have a fitted effect of over 55% in size
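ATP formation by purified human PK-M2, quantified via coupled luciferase luminescence after 1 h at room temperature with 0.1 mM ADP and 0.5 mM PEP final.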
FLuc counter: counter-screen for miR-21 project: firefly luciferase inhibitors or activators | Potency, µM (series often up to 57.5 µM), for inactives: at the highest dose activity change, negative = inhibition, hits mostly inhibitors | AID 588342 | 360,000 compounds, 6.9% hits | purified FLuc, Km substrates, luminescence inhibition | P08659;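 further: potency means the concentration at half of the fitted maximal effect; plate controls were vehicle for no effect and reference inhibitor for full effect; nearly all actives have a fitted effect of over 55% in size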
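Purified P. pyralis luciferase, 10 nM final, with Km-level 10 uM D-luciferin and 10 uM ATP in 50 mM Tris acetate pH 7.5, 10 mM Mg acetate, 0.01% Tween-20, 0.05% BSA; 6-point qHTS titration about 60 µM downward; luminescence read.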
MBNL1-CUG inh: MBNL1-poly(CUG) RNA binding inhibition; TR-FRET MBNL1-His/biotin-(CUG)12 binding, 665/545 ratio; Q9NR56; Potency, µM (top dose mostly 57.5 µM), inactives show at the highest dose activity change, negative = inhibition, most hits filed as inhibitors; 280,000 compounds, 0.036% hits; active means well fitted inhibition curve with a large enough effect in the signal ratio, with a control signal flat, not every such curve was filed as active; inconclusive means small, poorly fitted or top-dose-only effect, or effect the other way, or a change in a side signal; inactive means no such curve, though single readings can be large or run the other way; the % refers to the signal ratio; further: potency means the concentration at half of the fitted maximal effect; on the % scale 0 is the no-effect control and ±100 the full control effect
Target sequence (Q9NR56 whole entry, looked up): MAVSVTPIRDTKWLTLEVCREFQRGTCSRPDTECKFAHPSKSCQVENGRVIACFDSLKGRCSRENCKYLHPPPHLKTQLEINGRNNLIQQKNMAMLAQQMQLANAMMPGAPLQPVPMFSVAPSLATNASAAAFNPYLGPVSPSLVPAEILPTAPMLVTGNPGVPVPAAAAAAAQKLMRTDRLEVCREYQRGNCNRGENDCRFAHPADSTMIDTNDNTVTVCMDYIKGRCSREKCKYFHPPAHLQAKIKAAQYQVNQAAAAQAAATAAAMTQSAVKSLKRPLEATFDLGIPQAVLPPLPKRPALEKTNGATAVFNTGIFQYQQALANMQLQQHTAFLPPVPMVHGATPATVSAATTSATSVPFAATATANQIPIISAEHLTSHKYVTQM
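TR-FRET between His-tagged MBNL1 and biotin-(CUG)12 RNA, detected with Tb anti-His antibody (0.055 ng/ul) and streptavidin-XL665 (5 nM), 60 min at room temperature. Compounds titrated 92 nM to 58 uM; 665/545 nm ratio normalized to buffer and complex controls.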
Rab9 promoter act: Rab9 promoter activation. Huh7 Rab9 promoter-luciferase reporter, luminescence, 24 h. Potency, µM (series often up to 9.22 µM), without a hit: top-dose activation, negative = inhibition, hits mostly activators. 320,000 compounds, 2.8% hits. AID 485297; further: potency means the concentration at half of the fitted maximal effect; % of control where 0% means no effect; nearly all actives have a fitted effect of over 60% in size
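Promoter activation is measured as luciferase luminescence in Huh7 cells stably transfected with a Rab9 promoter–luciferase construct, following 24 h compound exposure at 37 °C and 10 min reagent incubation at ambient temperature.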
Numbers without * were called inactive; ? = inconclusive; . = not tested or not shown; [ ] = another dose, or the depositor's remark. Unless noted, the call rests on the fitted dose curve; in most records, active means well fitted curve in the direction sought with a large enough effect; inconclusive means small, poorly fitted or top-dose-only effect, or another doubt; inactive means no such curve, though single readings can be large; an effect the other way counts as inactive or inconclusive.

structure	Gal4-VP16 FLuc	RORg inh	ELG1 repair inh	KCNH2 3.1 block	Menin MLL FP TR	NPC1 prom act	Mito fusion act	PKM2 activator	FLuc counter	MBNL1-CUG inh	Rab9 promoter act
Cc1ccc(S(=O)(=O)N2CCOCC2)cc1NC(=O)COC(=O)c1ccc2c(c1)OCCO2	6%	0%	-3%	1	2%	-4%	4%	-3%	?	2%	-3%
COc1ccc(S(=O)(=O)NCc2ccc(C(=O)NCc3cccnc3)cc2)cc1	9%	-10%	-3%	.	17%	4%	1%	-1%	2%	-5%	10%
CCOc1ccc(N2CC(C(=O)NCCN3C(=O)S/C(=C\c4cccnc4)C3=O)CC2=O)cc1 (stereo not given)	21%	-14%	-17%	7	2%	-3%	-3%	3%	-1%	?	3%
O=C(O)c1cc2ccccc2c2cc(Br)ccc12	-5%	-3%	-15%	0	?	3%	11µM*	1%	?	22%	0%
CN(c1ccccc1)S(=O)(=O)c1ccc2[nH]c(=O)[nH]c2c1	-16%	2%	6%	8	-8%	-3%	0%	6%	0%	-9%	-1%
Cn1c(-c2cccc3ccccc23)n[nH]c1=S	?	10µM*	22%	1	2%	3%	0%	-3%	2%	.	-1%
O=C(CCCCCBr)N1CCC(CC2CC(c3ccc(Cl)cc3)=NO2)(C(=O)NCC2CCCCC2)CC1 (stereo not given)	-1%	?	-29%	?	7%	1%	1%	0%	6%	-11%	-1%
COc1cccc(C2=CC(=O)C[C@H](c3ccc(F)cc3)C2)c1	.	.	?	-4	.	4%	6%	.	-1%	.	-3%
CCCNC(=O)C(Cc1ccccc1F)NC(=O)c1ccccn1 (stereo not given)	.	.	12%	-3	.	1%	-6%	.	0%	.	2%
CCOC(=O)Cc1cc(OC)c(OC)cc1Cc1cc(OC)c(OC)cc1CC(=O)OCC	-27%	-3%	-16%	12	-12%	-5%	4%	0%	4%	3%	-2%
CCSc1nnc(NC(=O)c2cc(-c3ccc(C)c(C)c3O)n[nH]2)s1	-11%	0%	?	15	-1%	1%	-5%	-2%	-5%	-9%	-2%
CC(C)(C)N(Cc1ccccc1)C(=O)COC(=O)CCN1C(=O)C2CC=CCC2C1=O (stereo not given)	.	.	1%	-3	.	0%	8%	.	-2%	.	-4%
CC(C)NC(=S)N1CCn2c(nc3ccccc32)C1	?	20%	-14%	11	4%	-4%	-4%	-1%	4%	-4%	-6%
Cc1nnc(SC2CC(=O)N(c3ccccc3)C2=O)s1 (stereo not given)	1µM*	1.1µM*	0%	26	3%	1%	-6%	12%	-18%	-2%	0%
O=C(OCCCN=C1NS(=O)(=O)c2ccccc21)c1cccs1	2%	42%	1%	-21	9%	-5%	-3%	2%	0%	3%	-8%
CC(C)C(=O)Nc1ccc(N2CCN(S(C)(=O)=O)CC2)cc1	7%	0%	14%	7	9%	4%	-1%	-9%	4%	-10%	8%
Cc1ccc(NC(=O)C(C)N2C(=O)c3ccccc3C2=O)cc1S(=O)(=O)N1CCOCC1 (stereo not given)	-15%	-4%	4%	-1	1%	-6%	5%	1%	4%	2%	-4%
Cc1cc(NS(=O)(=O)c2ccc(C(C)C)cc2)no1	.	.	-4%	-3	7%	-1%	2%	2%	-1%	9%	0%
CCC(C)NC(=O)c1ccc(CSc2nc3ccncc3n2Cc2ccc(F)cc2)cc1 (stereo not given)	-8%	?	-9%	-1	1%	1%	0%	0%	-6%	-1%	-1%
Cc1cc(NC(=O)CN2CCN(S(=O)(=O)c3ccc(Cl)cc3)CC2)no1	2%	-2%	2%	7	.	-1%	-6%	1%	-1%	0%	-3%
C/C(=N\NC(=O)Cc1ccc([N+](=O)[O-])cc1)c1cccnc1	-5%	7%	-1%	16	10%	-2%	2%	0%	1%	15%	3%
COc1ccccc1N(CC(=O)N1CCN(c2ccc(F)cc2)CC1)S(=O)(=O)c1ccc(C)cc1	3%	16%	-12%	-11	-14%	0%	0%	1%	1%	-1%	1%
CN1C(=O)N(C)C2C1NC(=O)N2C (stereo not given)	1%	6%	-1%	-4	4%	-4%	0%	-1%	1%	-8%	3%
Cc1cc(NC(=O)c2ccco2)ccc1NC(=O)Cc1cccs1	-7%	40%	?	-4	7%	14%	1%	2%	15µM*	9%	11%

Overlap with the part before: three entries, then new ones.
structure	Gal4-VP16 FLuc	RORg inh	ELG1 repair inh	KCNH2 3.1 block	Menin MLL FP TR	NPC1 prom act	Mito fusion act	PKM2 activator	FLuc counter	MBNL1-CUG inh	Rab9 promoter act
COc1ccccc1N(CC(=O)N1CCN(c2ccc(F)cc2)CC1)S(=O)(=O)c1ccc(C)cc1	3%	16%	-12%	-11	-14%	0%	0%	1%	1%	-1%	1%
CN1C(=O)N(C)C2C1NC(=O)N2C (stereo not given)	1%	6%	-1%	-4	4%	-4%	0%	-1%	1%	-8%	3%
Cc1cc(NC(=O)c2ccco2)ccc1NC(=O)Cc1cccs1	-7%	40%	?	-4	7%	14%	1%	2%	15µM*	9%	11%
COc1ccc(C(=O)NCC(=O)NCC(=O)OCc2ccc(Cl)cc2)cc1	-1%	1%	14%	-9	-2%	1%	0%	.	-15%	-2%	-9%
CCOc1ccccc1NC(=O)Nc1ccc(Br)cn1	-5%	10%	20%	-5	-4%	2%	4%	1%	2%	-5%	-10%
O=C(CCc1ccccc1)Nc1ccccc1	-2%	-30%	18%	-1	13%	-4%	-4%	-8%	-3%	?	0%
Cc1cc(Cn2nnnc2-c2ccncc2)cc(C)c1O	16%	-6%	-1%	6	11%	-1%	-4%	.	2%	-10%	1%
Nc1nc2ccccc2n1C(=O)c1ccc(F)cc1	11µM*	2.2µM*	?	22	6%	0.5µM*	0%	-28%	1.3µM*	-1%	0.28µM*
Cc1cccc(N2N=C(C(=O)N3CC(=O)Nc4ccccc43)CCC2=O)c1	11%	16%	1%	-13	-4%	-2%	-2%	0%	0%	1%	21%
COCCNC(=O)C(C)Oc1ccc(Cl)cc1Cl (stereo not given)	-2%	-7%	?	3	8%[11.7 µM]	0%	-2%	-14%	9%	0%	-1%
CC1(C(=O)N/N=C/c2ccc([N+](=O)[O-])o2)CC1(Br)Br (stereo not given)	?	-9%	0%	5	-7%	0%	11%	-4%	5%	?	0%
Cc1ccc2[nH]c3c(=O)n(Cc4ccccn4)cnc3c2c1	-7%	15%	9%	0	-1%	1%	-5%	4%	-6%	0%	-3%
O=[N+]([O-])c1cc([N+](=O)[O-])c(Oc2cc(F)cc(F)c2F)cc1NN1CCCCC1	5%	-2%	50%	3	-19%	-3%	2%	-8%	0%	2%	-3%
O=C(Nc1ccc(Oc2cccnc2)cc1)c1ccc([N+](=O)[O-])cc1	-1%	2%	?	-8	-3%	-22%	-7%	-17%	-4%	0%	-24%
CCOC(=O)C1(Cc2ccccc2C)CCCN(C(=O)c2ccc3nccnc3c2)C1 (stereo not given)	7%	21%	23µM*	6	-28%	0%	1%	3%	-8%	17%	11%
Cc1cc(NC(=O)CCCN2C(=O)/C(=C/c3ccccc3Cl)SC2=S)no1	-1%	-21%	?	-5	.	2%	5%	17%	-1%	-6%	0%
CCN(CC)S(=O)(=O)c1ccc(C)c(N=C=S)c1	6%	19%	5%	6	-19%	-1%	-5%	14%	-2%	-6%	13%
Cc1ccc(C(=O)NCC(=O)OCC(=O)N2CCCc3ccccc32)cc1	-6%	40%	-5%	0	6%	1%	-3%	9%	?	.	-6%
Cc1cc2ccccc2c(=O)n1CC(=O)NCC(=O)N1CCN(c2ccccc2)CC1	-7%	1%	?	5	8%	-2%	3%	-2%	-1%	-3%	3%

Compound activity deposited in PubChem BioAssay by National Center for Advancing Translational Sciences (NCATS).

A portion of the library; rates above refer to the full screens.
